Source: PubChem BioAssay (several laboratories)
ABHD5-PLIN5 inh: blocks binding of human ABHD5 to perilipin-5 | Q00G26+Q8WTS1 | Split G. princeps luciferase complementation, luminescence, 4 h | inhibition, % at 4 µM | actives 0.78% (n = 360,000) | AID 602281;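 active = inhibition above the mean inhibition across every tested compound plus 3 SD, cut at about 22% in these data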;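 note: 0% = DMSO only wells and the 100% control is not disclosed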
MC4R ag barr: agonists of human melanocortin 4 receptor (MC4R) beta-arrestin. actives 0.98% (n = 360,000). U2OS MC4R beta-arrestin complementation, luminescence; percent of melanotan II response, DMSO zero. activation, % at 8.9 µM. P32245. AID 540308;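 active = activation above a per-plate cutoff, the mean activation of sample wells on that plate plus 3 SD, cut at about 8% in these data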
MC4R antag cAMP: human MC4R antagonism in cAMP assay; actives 0.48% (n = 360,000); inhibition, % at 6.5 µM; MC4R-expressing cells, MTII-stimulated cAMP, LANCE TR-FRET;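 active = inhibition above its plate's cutoff, the mean of tested wells on that plate plus 3 SD, cut at about 29% in these data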;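 note: 0% = Melanotan II alone and 100% = Melanotan II plus saturating MCL0020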
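Assay system: human MC4R-expressing U2OS cells; reagent: Melanotan II stimulation of cells; dosing: 6.5 µM single dose; timing: compound 30 min, challenge 1 h, detection 1 h; signal: TR-FRET cAMP assay; replicates: one well per compound, no replicates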
NOD2 RIPK2 PPI: NOD2-RIPK2 protein interaction inhibition; O43353; CHO BLA complementation NOD2-RIPK2, CCF4 ratio; inhibition, % at 4.98 µM; actives 0.38% (n = 360,000); AID 624267; in the data active = inhibition above about 21%;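 note: 0% = vehicle only and 100% = reference blocker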
SRC3 inh: human NCOA3 inhibition. inhibition, % at 3.6 µM. actives 0.17% (n = 360,000). HEK293 GAL4-SRC3 luciferase reporter, luminescence. AID 588352. Q9Y6Q9;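 active = inhibition above a per-campaign cutoff, the mean of all compounds plus 3 SD, cut at about 60% in these data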;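 note: 0% = DMSO-treated cells and 100% = gossypol-treated cells at 36 µM; higher means less SRC3-driven luciferase light from the GAL4 reporter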
SRC2 inh: human SRC2 (NCOA2) inhibition. Q15596. actives 0.17% (n = 370,000). HEK293 GAL4-SRC2 luciferase reporter, luminescence. inhibition, % at 9 µM. AID 651957;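 active = inhibition above the mean inhibition of all tested compounds plus 3 SD, set per campaign, cut at about 52% in these data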;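 note: 0% = DMSO treated cells and 100% = cells given Gossypol at 36 µM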
TLR9-MyD88 block: inhibitors of human TLR9-MyD88 binding | actives 0.21% (n = 340,000) | Q9NR96+Q99836 | CHO BLA complementation TLR9-MyD88, CCF4 FRET ratio | inhibition, % at 4.98 µM;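 active = inhibition above the mean over all tested compounds plus 3 SD, cut at about 21% in these data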;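 note: 0% = DMSO only wells and 100% = clavulanate BLA inhibitor control wells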
NCOA1 inh: inhibitors of human steroid receptor coactivator 1 (SRC1) | HEK293 GAL4-SRC1 luciferase reporter, luminescence | AID 588354 | Q15788 | actives 0.12% (n = 360,000) | inhibition, % at 3.6 µM;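 active = inhibition above the campaign mean plus 3 SD, with each screening campaign given its own cutoff, cut at about 60% in these data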;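 note: 0% = DMSO treated cells and 100% = gossypol at 36 µM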
Target sequence (Q15788 whole entry, looked up, the tested form may be a part): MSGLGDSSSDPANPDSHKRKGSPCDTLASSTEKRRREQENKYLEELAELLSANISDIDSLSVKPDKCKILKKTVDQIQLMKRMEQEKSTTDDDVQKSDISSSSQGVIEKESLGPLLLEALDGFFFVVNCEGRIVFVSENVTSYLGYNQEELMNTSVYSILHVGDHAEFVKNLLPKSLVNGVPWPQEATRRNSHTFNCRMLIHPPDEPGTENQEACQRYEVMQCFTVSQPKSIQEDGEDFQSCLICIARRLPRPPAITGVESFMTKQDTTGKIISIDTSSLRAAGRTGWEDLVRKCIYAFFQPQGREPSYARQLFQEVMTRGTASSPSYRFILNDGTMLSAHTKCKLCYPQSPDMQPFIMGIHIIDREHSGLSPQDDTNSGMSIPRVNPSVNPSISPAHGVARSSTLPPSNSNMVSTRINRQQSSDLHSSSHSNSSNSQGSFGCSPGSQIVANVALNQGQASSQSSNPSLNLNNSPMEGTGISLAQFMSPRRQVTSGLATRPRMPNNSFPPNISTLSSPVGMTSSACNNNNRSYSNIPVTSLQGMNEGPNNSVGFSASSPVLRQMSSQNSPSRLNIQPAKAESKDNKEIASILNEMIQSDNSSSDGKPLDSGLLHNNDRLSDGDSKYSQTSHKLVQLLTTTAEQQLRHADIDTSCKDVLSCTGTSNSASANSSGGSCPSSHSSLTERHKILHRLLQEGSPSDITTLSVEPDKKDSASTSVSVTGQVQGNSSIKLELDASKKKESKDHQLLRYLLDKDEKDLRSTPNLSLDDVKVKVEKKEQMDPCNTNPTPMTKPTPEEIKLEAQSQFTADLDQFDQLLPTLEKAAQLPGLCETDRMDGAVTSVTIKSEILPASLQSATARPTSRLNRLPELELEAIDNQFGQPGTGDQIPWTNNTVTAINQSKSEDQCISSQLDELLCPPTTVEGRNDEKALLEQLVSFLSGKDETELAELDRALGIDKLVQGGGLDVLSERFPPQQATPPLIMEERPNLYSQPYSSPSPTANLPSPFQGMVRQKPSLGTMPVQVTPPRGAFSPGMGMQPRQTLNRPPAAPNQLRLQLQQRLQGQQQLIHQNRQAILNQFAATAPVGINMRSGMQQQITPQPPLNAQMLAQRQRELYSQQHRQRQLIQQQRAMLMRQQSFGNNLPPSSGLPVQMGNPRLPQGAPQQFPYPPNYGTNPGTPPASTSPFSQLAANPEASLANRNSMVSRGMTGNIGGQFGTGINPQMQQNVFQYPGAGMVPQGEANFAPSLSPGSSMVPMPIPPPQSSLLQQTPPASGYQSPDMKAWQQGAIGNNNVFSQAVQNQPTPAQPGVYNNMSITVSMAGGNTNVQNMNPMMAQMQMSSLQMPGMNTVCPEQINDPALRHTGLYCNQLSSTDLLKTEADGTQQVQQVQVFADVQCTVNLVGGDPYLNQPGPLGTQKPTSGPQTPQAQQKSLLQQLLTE
EBV LMP1 NFkB: Epstein-Barr LMP1 NF-kappaB reporter inhibition; LMP1-induced NF-kappaB luciferase reporter cells, luminescence; inhibition, % at 12.5 µM; actives 0.69% (n = 350,000); AID 504558; in the data active = inhibition above about 41%;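 note: 0% = neutral control wells and 100% = reference inhibitor control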
COUP-TFII inh: blocks human COUP-TFII nuclear receptor; P24468; HEK293T NGFI-A luciferase reporter, luminescence; inhibition, % at 8.6 µM; actives 0.7% (n = 370,000);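 active = inhibition above a per-plate cutoff, mean inhibition of test wells between control levels plus 3 SD, cut at about 38% in these data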;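 note: cells cotransfected with COUP-TFII expression vector driving the NGFI-A reporter; 0% = median of COUP-TF2 test wells and 100% = reporter-only cells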
LRH-1 inv ag: inverse agonists of human LRH-1 (NR5A2) | HEK293T StAR-luciferase reporter, LRH-1 transfected, 24 h | inhibition, % at 3.6 µM | actives 0.13% (n = 360,000) | AID 602396;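 active = inhibition above the mean inhibition of all tested compounds plus 3 SD, cut at about 73% in these data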;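 note: 0% = DMSO wells and 100% = reporter-only cells lacking LRH-1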
Numbers without * were called inactive; · = no result given.

smiles,LRH-1 inv ag,TLR9-MyD88 block,SRC3 inh,ABHD5-PLIN5 inh,COUP-TFII inh,SRC2 inh,MC4R ag barr,NCOA1 inh,EBV LMP1 NFkB,MC4R antag cAMP,NOD2 RIPK2 PPI
CC(C)(C)CC(C)(C)N=C1Nc2ccccc2NC12C[C@H]1CCC(=O)N3CC[C@@H](C2)[C@@H]13 (some centres not stated),-3.4,-7.3,6.9,2.0,13.7,8.2,1.4,-11.2,-11.4,14.6,-2.5
COCCNC(=S)Nc1ccc(N2CCCCC2)cc1,-31.4,0.8,-25.2,-3.6,-11.2,-26.5,-1.2,-34.1,2.4,0.0,5.9
C/C(=N\Nc1nc2ccccc2s1)c1ccc(Br)s1,-1.4,-9.6,-2.4,-6.2,18.3,-2.4,-3.0,-35.6,-12.7,-19.6,7.4
CC(=O)c1sc(N/N=C\c2ccccc2O)nc1C,-29.1,6.8,-105.7,5.7,-56.6,-22.3,2.6,-132.8,-32.4,-6.1,4.2
Cc1c(N(C)C)nc2ccccc2c1N,9.9,-1.8,-3.0,1.4,8.0,3.4,-1.6,8.8,1.2,-0.4,-16.9
O=C(Cc1ccc(NC(=O)C2CCCN(C(=O)C3CC3)C2)cc1)Nc1ccc(C(=O)N2CCOCC2)cc1 (configuration not stated),-6.9,-0.9,1.6,-5.1,-14.7,13.6,-1.2,-2.1,-0.6,12.8,-6.2
NC1=NC[C@@H](Cc2ccc(O)cc2)N1CCc1cc(C(F)(F)F)cc(C(F)(F)F)c1,14.0,-1.0,20.1,12.6,1.6,-1.6,1.5,5.1,-4.0,3.0,-8.2
CCc1cc2c(=O)c(-c3cnn(-c4ccccc4)c3)coc2c(CN2CCOCC2)c1O,-19.2,6.9,1.9,-1.8,15.7,27.6,-3.5,-9.4,9.1,9.6,-8.8
COCCn1c(C)cc(C2=NNC(=Nc3ccc(Cl)cc3Cl)SC2)c1C,12.5,-0.1,4.5,-5.1,-5.2,11.4,-1.1,-8.1,15.5,8.5,-4.2
COc1ccccc1C(=O)Nn1c(C)nc2ccccc2c1=O,-19.3,-6.6,10.4,-2.6,-4.5,-16.6,-1.8,5.3,1.9,12.9,-0.8
COc1ccc(/C=N/n2nnnc2N)cc1OC,1.8,-1.0,5.2,-8.6,-5.0,-29.0,-2.0,-21.5,-9.2,-5.9,2.0
CC(Cn1cncn1)C(=O)N1CCN(S(=O)(=O)c2ccc(Cl)cc2)CC1 (configuration not stated),7.5,1.7,-10.5,4.9,-21.3,-2.0,1.0,5.2,-1.6,1.5,-0.4
CCCCn1nnnc1NCc1ccc(OC)c(OC)c1OC,-3.8,3.5,-1.9,2.5,0.1,-13.5,-0.7,-0.3,-1.8,-1.2,5.8
O=C(NCC(=O)N1CCN(c2ccccc2O)CC1)c1ccc2c(c1)OCO2,10.5,-0.6,1.1,7.0,-23.1,-18.6,-4.1,4.4,-1.1,2.2,-0.9
CC(Oc1ccc(F)cc1)C(=O)Nc1ccc2ccccc2c1 (configuration not stated),-21.0,-1.1,-89.2,-3.7,-60.0,-36.2,-1.8,-102.5,12.6,-0.8,2.9
CCOC(=O)[C@H]1[C@H]2COc3cc(OC)ccc3[C@@H]2N2C(=O)c3ccc(F)cc3NC(=O)[C@@]12C,-3.4,-6.7,-20.1,-3.5,0.7,-27.1,-0.9,-2.1,1.8,0.4,-1.5
Cc1cc(C)c2c(c1C)C(=O)CCC2,10.7,-1.3,-6.3,-3.1,-12.8,-13.8,-0.3,-6.6,4.5,14.0,-11.1
CSc1nnc(-c2cccn(Cc3ccccc3)c2=O)o1,4.4,-4.7,4.5,0.5,-17.8,-11.3,1.2,-20.8,5.9,9.8,-8.7
CCCCC(=O)Nc1c(C)cc(C)cc1Cl,4.5,5.0,20.1,-3.8,11.0,-0.3,-1.2,1.4,-3.1,2.8,-1.8
COc1cccc(N2C(=O)C(CC(=O)Nc3ccccc3)N(C3CCCCC3)C2=O)c1 (configuration not stated),5.2,-4.0,12.1,-0.5,-8.5,-16.8,-2.7,-4.3,0.6,9.2,-0.5
C=C(C)Cn1c(CN(C)Cc2ccccc2)nc2c1c(=O)n(C)c(=O)n2C,16.1,-5.0,-11.6,-4.1,-17.0,-42.0,0.8,14.5,12.7,1.6,-4.3
COc1ccc(NS(=O)(=O)c2ccc3c(c2)CCN3C(=O)CCC(=O)O)cc1OC,5.2,0.9,-9.3,1.6,7.6,-33.1,1.3,-1.0,-3.6,0.7,-1.7
COC(=O)C(NC(=O)CCC(=O)NC(C(=O)OC)c1ccccc1)c1ccccc1 (configuration not stated),-4.0,-1.3,-3.2,0.3,3.5,-23.1,-1.6,-16.7,3.0,5.7,1.5
CC(OC(=O)CCC(=O)c1cccs1)C(=O)Nc1ccccc1[N+](=O)[O-] (configuration not stated),3.5,5.8,10.1,0.6,-31.5,-2.2,-0.8,-7.3,-5.4,-2.5,-0.3
Cc1ccc(S(=O)(=O)[N-]c2nc3ccccc3nc2-n2cc[n+](Cc3ccccc3)c2)cc1,19.5,3.9,17.7,9.3,12.2,11.3,0.0,3.8,-80.0,5.3,-3.8
Cc1cc(N/N=C/c2ccc(F)cc2)nc(NCc2ccccc2)n1,2.1,·,2.2,-8.1,3.7,-25.0,3.6,-7.7,·,-3.6,2.0
C=CCOc1ccc(C[C@H](N)C(=O)NC[C@H]2O[C@@H](n3ccc(N)nc3=O)[C@H](O)[C@@H]2O)cc1,-8.4,2.7,2.1,-0.4,-9.8,1.2,-0.7,-11.2,-2.9,-3.2,4.1
O=C(CSc1cn[nH]n1)Nc1ccc(O)c(C(=O)O)c1,-3.6,-11.7,7.2,-3.3,2.0,-18.6,-2.0,-3.1,3.4,-2.8,0.2
COc1cc(C(=O)Nc2cc(C)ccc2C)ccc1OCc1c(C)noc1C,6.9,-6.2,-12.3,2.9,5.2,5.0,-1.1,3.5,12.0,2.8,0.0
CCOC(=O)c1nnn(CC(=O)N2N=C(c3ccccc3)CC2c2ccccc2)c1C(=O)OCC (configuration not stated),9.1,-9.9,-6.2,-2.2,-7.8,-66.0,-0.5,1.9,7.1,19.2,5.0
CN1C=C(C(F)(F)F)C=C/C1=C(\C#N)c1nnc2n1CCCCC2,-9.6,1.4,15.6,1.1,3.7,0.2,-0.5,-3.9,7.1,2.1,-0.2
COc1cccc(COC(=O)c2cc(S(=O)(=O)N3CCOCC3)ccc2Cl)c1OC,-10.7,-7.2,-4.9,6.7,5.9,0.7,0.1,-2.4,-5.1,-16.4,-1.3
CCOC(=O)c1c(C)nc(-c2ccccc2)nc1N,-149.7,2.6,-115.3,-2.2,-38.5,-42.9,-0.1,-102.6,-34.3,5.3,-9.8
Cc1cc2cc(CCNC(=O)c3ccc(C)c([N+](=O)[O-])c3)c(=O)[nH]c2cc1C,-5.8,-1.4,20.9,1.2,-24.0,-19.3,0.4,-1.2,7.2,3.3,-4.6
Cc1nc(/C=C\C(=O)O)c2cc(C)oc2n1,9.7,9.2,-23.9,2.1,16.4,6.5,-0.9,-32.5,1.4,4.8,3.4
C[C@@H]1CN([C@H](C)CO)C(=O)CCCn2nncc2CO[C@H]1CN(C)C(=O)Nc1ccc(N2CCN(C)CC2)cc1,-1.4,-18.1,-6.9,-1.2,12.7,16.7,0.5,-11.6,-6.0,0.6,-11.2
Cc1cc(C)nc(SCC(=O)c2ccc(C)c(C)c2)n1,-50.0,-1.1,-1.0,-11.9,-18.5,-43.7,1.4,-10.1,0.9,-4.2,-1.0
CC1(C)N=C(N)NC(Nc2ccc(Br)cc2)=N1,4.3,-0.1,4.2,-2.3,11.2,-33.9,-1.2,2.9,-6.8,-2.9,0.5
CS(=O)(=O)Nc1ccc([N+](=O)[O-])cc1Oc1ccccc1,13.5,-0.1,-16.1,-11.4,-28.5,-25.4,0.2,-4.8,5.7,6.9,-15.3
O=C(c1ccc(CN2CCc3ccccc3C2)cc1)N1CCN(c2ccc(F)cc2)CC1,-9.4,6.3,4.2,5.0,16.8,29.0,3.0,0.9,-2.6,12.6,10.2
C=CCSc1nnc(-c2cnn(-c3ccccc3)c2-n2cccc2)n1C,14.0,-5.2,13.6,12.6,-6.7,-4.2,2.2,-2.1,5.2,2.7,-6.6
COc1ccccc1NC(=O)COC(=O)CN1C(=O)C(=O)c2ccccc21,5.8,1.5,-11.4,-8.2,-14.8,-11.4,0.8,1.1,-3.8,17.1,2.9
CCN(CC)C(=O)Oc1ccc(NC(C)=O)cc1,-18.0,12.3,3.9,-2.2,-6.8,-1.7,-1.9,-13.1,-28.9,-4.8,-4.4
Cc1ccc2nc(-c3ccc(NC(=O)CSc4nccc(=O)[nH]4)cc3)sc2c1,-53.8,-1.3,-43.6,4.3,-16.5,-27.4,-2.8,-80.3,-21.4,3.5,0.8
CCOc1ccc(-c2c(C(=O)N/N=C/c3ccc(C)cc3)nnn2-c2nonc2N)cc1,0.0,0.7,3.2,1.4,0.3,-1.4,-0.1,-9.4,-1.0,-5.4,0.8
Cc1ccc(C)c(S(=O)(=O)N2CCN(C(=O)CCNS(=O)(=O)c3ccc(C)c(C)c3)CC2)c1,0.3,-9.3,-11.4,-3.2,8.3,21.9,1.9,-12.5,-5.0,25.0,5.7
Cc1cccc(CSc2nnc([C@@H]3CCCN3)o2)c1,0.4,-4.4,-1.2,-1.1,8.5,-11.7,-1.6,4.4,-4.6,15.2,-7.3
Cn1c(N)c(C(=O)COC(=O)C2CCCN2C(=O)c2cccs2)c(=O)n(C)c1=O (configuration not stated),11.8,-5.8,9.7,0.6,-16.0,22.4,-4.0,5.5,-21.1,-5.2,6.0
COc1ccc(CC(=O)NNC(=S)Nc2ccccc2)cc1Cl,11.2,1.6,7.3,-0.5,-7.2,9.5,-2.2,0.0,1.5,4.5,-20.6
CCN(CC)CCN(Cc1cc2cc3c(cc2[nH]c1=O)OCO3)C(=S)NCCOC,11.6,0.4,12.4,-1.4,10.1,-29.1,-0.9,-24.7,-37.4,-4.2,-1.3
O=C(CSc1nc(NS(=O)(=O)c2ccccc2)cc(=O)[nH]1)Nc1ccccc1Cl,6.5,0.6,10.3,-14.5,-8.9,-35.5,-0.7,-5.6,2.6,-3.3,-5.4
CCCC[C@@H]1CNC(=S)N1CCc1cccc2ccccc12,6.2,0.2,-41.9,1.2,-5.2,-4.6,1.1,-4.0,6.9,8.3,2.5
Cc1ccc(NS(=O)(=O)c2cc3c(cc2Br)NC(=O)CO3)cc1C,4.5,·,4.5,2.9,3.7,-16.4,1.7,-2.9,·,8.8,-2.2

A portion of the library; the hit share may differ from the screen's.
